From PubChem
Calpain2 inh: inhibitors of pig calpain II, primary screen, biochemical, fluorogenic peptide substrate, 1536-well. 220,000 compounds, 0.37% hits. purified calpain II, 30 min. inhibition, % at 16 µM;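 active means inhibition above about 50%, limit read from the data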
EBV gp42 block: Epstein-Barr virus gp42 inhibitors, primary screen, biochemical, uHTS, fluorescence polarization. Glycoprotein 42 (Epstein-Barr virus (strain AG876)), Q1HVG2. Fluorescence polarization binding assay, mP read-out. inhibition, % (tested at 21.74 µM). 220,000 compounds, 0.42% hits; in the data active means inhibition above about 50%
NCF1 inh: p47phox/p22phox peptide binding inhibitors, primary screen, biochemical, uHTS, NADPH oxidase regulatory subunit. Neutrophil cytosol factor 1 (Homo sapiens), P14598. fluorescence polarization, 2 h. inhibition, % at 24.7 µM. 220,000 compounds, 0.53% hits;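 active means inhibition above about 30%, limit read from the data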;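 further: 0% = p47phox with labelled peptide and 100% = labelled peptide alone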
Target sequence (P14598 whole entry, looked up): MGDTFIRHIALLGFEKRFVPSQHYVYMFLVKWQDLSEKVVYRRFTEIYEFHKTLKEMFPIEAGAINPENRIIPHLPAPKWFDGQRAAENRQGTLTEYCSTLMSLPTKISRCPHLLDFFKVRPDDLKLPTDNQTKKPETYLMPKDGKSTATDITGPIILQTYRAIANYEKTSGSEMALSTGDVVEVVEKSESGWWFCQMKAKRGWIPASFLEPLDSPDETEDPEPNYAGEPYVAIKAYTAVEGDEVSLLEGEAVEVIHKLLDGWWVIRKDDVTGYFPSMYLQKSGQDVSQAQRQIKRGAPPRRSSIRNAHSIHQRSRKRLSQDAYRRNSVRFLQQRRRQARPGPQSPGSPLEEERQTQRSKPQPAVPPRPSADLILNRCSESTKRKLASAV
RBBP9 inh: human RBBP9 inhibitors, primary screen, biochemical, fluorescence polarization, FP-Rh probe, HTS; AID 1515, 2009; inhibition, % at 7.94 µM; recombinant RBBP9; 220,000 compounds, 0.2% hits;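 active means inhibition above the campaign mean of all tested compounds plus 3 SD, cut at about 14% in these data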;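 further: plate controls were DMSO wells with RBBP9 for no effect and wells lacking RBBP9 protein for full effect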
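Test system: recombinant human RBBP9; Timing: 30 min then 45 min, 25 °C; Detection: fluorescence polarization; Control set: RBBP9 with DMSO as uninhibited control, no-protein wells as full inhibition; Compound dosing: one concentration, 7.94 µM nominal, 0.794% DMSO; Probe or stimulus: FP-Rh activity-based probe, 375 nM before mixing.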
p97 inhibitor: inhibitors of human p97 ATPase, primary screen, biochemical. Transitional endoplasmic reticulum ATPase (Homo sapiens), P55072. 220,000 compounds, 0.42% hits. recombinant p97 ATPase, Kinase-Glo ATP luminescence, 3 h. AID 1481, 2009. inhibition, % at 8 µM; in the data active means inhibition above about 15%;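 further: 0% = DMSO vehicle and 100% = wells lacking enzyme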
Furin inhibitor: human furin inhibitors, primary screen, biochemical, fluorescence intensity; inhibition, % at 30 µM; AID 463115, 2010; P09958; 220,000 compounds, 0.061% hits; purified furin, fluorogenic substrate cleavage; in the data active means inhibition above about 25%; further: inactives centre near -15
Target sequence (P09958 108-714 limits assumed): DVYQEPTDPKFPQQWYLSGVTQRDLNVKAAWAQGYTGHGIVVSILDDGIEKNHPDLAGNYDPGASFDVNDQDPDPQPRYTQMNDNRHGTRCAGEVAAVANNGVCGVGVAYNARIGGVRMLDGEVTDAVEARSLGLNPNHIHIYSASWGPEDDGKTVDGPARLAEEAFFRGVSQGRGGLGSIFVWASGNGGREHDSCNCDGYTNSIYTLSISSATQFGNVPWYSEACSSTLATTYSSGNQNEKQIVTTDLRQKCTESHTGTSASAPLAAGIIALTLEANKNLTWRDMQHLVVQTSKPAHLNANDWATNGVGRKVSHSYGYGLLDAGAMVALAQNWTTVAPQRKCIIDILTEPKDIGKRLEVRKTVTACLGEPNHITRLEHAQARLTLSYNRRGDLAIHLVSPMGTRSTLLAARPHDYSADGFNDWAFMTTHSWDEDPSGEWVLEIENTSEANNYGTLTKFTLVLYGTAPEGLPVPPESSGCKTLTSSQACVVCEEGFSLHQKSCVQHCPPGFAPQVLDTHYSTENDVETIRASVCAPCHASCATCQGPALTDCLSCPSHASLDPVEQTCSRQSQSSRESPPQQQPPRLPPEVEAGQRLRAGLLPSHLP
Runt-CBFb FRET: inhibitors of RUNX1 Runt–CBFb binding, primary screen, biochemical, FRET, Cerulean-Runt, Venus-CBFb, uHTS; AID 1496, 2009; Cerulean-Runt/Venus-CBFb FRET ratio 530/480, 1 h; inhibition, % at 20 µM; 220,000 compounds, 0.46% hits;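 active means inhibition over about 50% at 20 µM in the single-dose screen, limit read from the data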;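 further: 0% = DMSO wells and 100% = excess unlabeled CBFb competitor control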
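Assay system: Cerulean-Runt domain / Medium: Tris 50 mM pH 7.5, KCl, K2SO4, 0.01% BSA / Timing: protein complex preformed 1 h, compound exposure 1 h, room temperature, dark / Measured by: FRET, excitation 422 nm, emission at 530 and 480 nm / Evaluation: loss of energy transfer signal / Control set: 5 µM unlabeled CBFb as full-inhibition high control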
TbHK1 inh: Trypanosoma brucei hexokinase 1 inhibitors, primary screen, biochemical, G6PDH-coupled NADH absorbance, MLSCN library | hexokinase 1 [Trypanosoma brucei] | recombinant TbHK1, G6PDH-coupled NADH A340 | inhibition, % at 10 µM | 220,000 compounds, 0.11% hits | AID 1430, 2008;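 active means inhibition of 50% or more in the single-dose primary screen; inactive means inhibition below 50%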
Runt-SMMHC FRET: inhibitors of RUNX1 Runt–CBFb-SMMHC binding, primary screen, biochemical, FRET, Cerulean-Runt, Venus-CBFb-SMMHC, uHTS; Cerulean-Runt/Venus-CBFb-SMMHC FRET ratio 530/480, 1 h; inhibition, % at 20 µM; 220,000 compounds, 0.74% hits;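 active means mean inhibition across duplicate retests at 20 µM reaching about 50%, limit read from the data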;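 further: 0% = DMSO wells and 100% = wells with excess untagged CBFb-SMMHC; inhibitors lower the FRET ratio by blocking Runt binding to CBFb-SMMHC; some results filed as inactive read as strong as hits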
Numbers without * were called inactive; i = inactive; nt = no result given; [ ] = dose if it differs, or a comment.

1	COc1ccc(CC(=O)NCc2ccc3c(c2)cc(C)n3C)cc1
2	CCOc1oc(-c2ccc(OC)cc2)nc1C(F)(F)F
3	CCOc1ccc(NC(=S)N(CCCN2CCOCC2)Cc2cn(C)c3ccccc23)cc1
4	Cc1cc(Cl)nc(Cl)c1C(=O)NC(=O)NCCC(C)C
5	CCOC(=O)c1c(NC(=O)CCl)sc(CN(C)C)c1-c1ccccc1
6	C=CCN1C(=O)c2ccccc2Sc2ccc(C(=O)N3CCN(C)CC3)cc21
7	O=[N+]([O-])c1ccc(N=NN(CCO)CCO)cc1
8	O=c1cc(C(F)(F)F)nc(-c2cccnc2)[nH]1

compound no.	1	2	3	4	5	6	7	8
Calpain2 inh	25	2	-11	41	6	-4	4	-8
EBV gp42 block	0	-3	-9	5	-15	-4	4	-12
NCF1 inh	-7	1	-10	0	-8	-8	-6	-5
RBBP9 inh	-6	-6	-3	-9	5	-5	-7	-2
p97 inhibitor	13	-2	3	-4	4	2	1	2
Furin inhibitor	-5	-21[20 µM]	-21	-2	-18	-23	-18	-20
Runt-CBFb FRET	-5	2	-3	-1	-2	0	-1	0
TbHK1 inh	7	-3	-10	10	0	5	-27	0
Runt-SMMHC FRET	-4	-8	-6	3	-1	-2	-1	0

An excerpt from above in order of the Runt-CBFb FRET value, largest number first:
entry	smiles	Runt-CBFb FRET
2	CCOc1oc(-c2ccc(OC)cc2)nc1C(F)(F)F	2
8	O=c1cc(C(F)(F)F)nc(-c2cccnc2)[nH]1	0
4	Cc1cc(Cl)nc(Cl)c1C(=O)NC(=O)NCCC(C)C	-1
5	CCOC(=O)c1c(NC(=O)CCl)sc(CN(C)C)c1-c1ccccc1	-2
3	CCOc1ccc(NC(=S)N(CCCN2CCOCC2)Cc2cn(C)c3ccccc23)cc1	-3
1	COc1ccc(CC(=O)NCc2ccc3c(c2)cc(C)n3C)cc1	-5

The listing picks up, repeating the 2 entries before the break.
7	O=[N+]([O-])c1ccc(N=NN(CCO)CCO)cc1
8	O=c1cc(C(F)(F)F)nc(-c2cccnc2)[nH]1
9	COc1ccc(C2CC(=O)Oc3c2c(=O)n(C)c2ccccc32)c(OC)c1OC (centres undefined)
10	COC(=O)/C(=C\Nc1ccc(OC)cc1)NC(=O)c1ccc(Cl)cc1Cl
11	CCOc1ccc(-n2c(=O)c3sccc3n(Cc3ccc(C)cc3)c2=O)cc1
12	COC(=O)CNC(=O)COC(=O)C(Cc1ccccc1)NC(=O)c1ccco1 (centres undefined)
13	COc1ccccc1NC(=O)C1=C(C)NC(=O)NC1c1ccccc1[N+](=O)[O-] (centres undefined)
14	CCOC(=O)c1c(C)[nH]c2cc(Br)c(OC)cc12
15	CCc1c(C)sc(NC(=O)c2ccco2)c1C(=O)N1CCCCC1
16	CCC(Sc1nc(N)cc(=O)[nH]1)C(=O)NC(C(=O)OC)c1ccccc1 (centres undefined)

compound no.	7	8	9	10	11	12	13	14	15	16
Calpain2 inh	4	-8	-59	7	-5	-2	-86	10	8	-1
EBV gp42 block	4	-12	-7	-15	-6	-8	-5	-10	5	-5
NCF1 inh	-6	-5	-7	-7	-3	-7	-6	-1	-13	2
RBBP9 inh	-7	-2	0	-3	-3	5	-5	-2	-8	-6
p97 inhibitor	1	2	3	-1	0	8	6	-3	2	-9
Furin inhibitor	-18	-20	-12	-8[20 µM]	-18	-7	-24	-26	-21[20 µM]	-7[20 µM]
Runt-CBFb FRET	-1	0	nt	-2	-3	-3	-2	-4	0	-2
TbHK1 inh	-27	0	-1	-30	-6	6	3	1	-6	8
Runt-SMMHC FRET	-1	0	nt	0	0	-2	-45	-6	-4	1

17	COc1ccc(N(CC(=O)Nc2cccc(OC)c2)S(=O)(=O)c2c(C)nn(C)c2C)cc1
18	NS(=O)(=O)c1ccc(O)c(N2C(=O)c3cccc4c(C(=O)c5ccccc5)ccc(c34)C2=O)c1
19	O=C(NC1CC(=O)c2sccc21)c1ccc(Cl)cc1Cl (centres undefined)
20	Cc1cccc(-c2nc3c(c(=O)c4ccccc4n3C)c(=O)n2-c2ccccc2)c1
21	CCOc1ccc(CN(C)CC(=O)NCc2ccccc2)cc1
22	O=c1oc2ccccc2c(NC(c2ccccc2)c2ccccc2)c1[N+](=O)[O-]
23	O=[N+]([O-])c1cc2oc3c(c2c(C=NCc2ccccc2)c1O)CCCC3
24	Cc1cc(N2CCN(c3ccccc3F)CC2)nc2cc(O)ccc12

compound no.	17	18	19	20	21	22	23	24
Calpain2 inh	28	8	-5	14	21	-16	5	i
EBV gp42 block	-7	-1	-2	-6	-14	-9	-71	-3
NCF1 inh	-2	-10	-9	-16	-14	-9	-37	-14
RBBP9 inh	1	-4	-7	6	8	-6	-5	-9
p97 inhibitor	2	3	3	7	7	5	-5	1
Furin inhibitor	-10	0	-25	-10	-10	-26	7	-20
Runt-CBFb FRET	-6	1	-1	1	1	-4	-9	6
TbHK1 inh	-2	-16	5	-12	-5	-3	19	-13
Runt-SMMHC FRET	-6	-1	-2	-3	-3	2	-36	20

25	Cn1c(/C(C#N)=C/c2ccc(O)cc2)nc2ccccc21
26	COc1ccc2c(c1)C1=C(CC2)C(c2ccc(C)cc2)NC(=S)N1 (centres undefined)
27	CCN(CC)C(=O)C(=O)c1cn(CCOc2ccccc2)c2ccccc12
28	CC1=CS/C(=C(/C#N)C(=O)NCc2ccco2)N1c1ccccc1
29	COc1ccc(CC(=O)Nc2nc(C)cs2)cc1
30	CP(C)(=O)CCP(=O)(c1ccccc1)c1ccccc1
31	C/C(CCN1CCc2nc(-c3ccccc3)c(-c3ccccc3)cc2C1)=N\O[C@H](C)c1cn([C@H](CO)Cc2ccccc2)nn1
32	O=C(O)Cn1ccnc1

compound no.	25	26	27	28	29	30	31	32
Calpain2 inh	20	-37	-11	-5	13	-7	-57	12
EBV gp42 block	-13	0	2	-7	-4	-20	0	3
NCF1 inh	-1	-10	2	-13	-9	-20	-16	-1
RBBP9 inh	4	-5	8	-6	-5	-14	-10	9
p97 inhibitor	6	-1	2	1	2	9	0	5
Furin inhibitor	10	-17	-16	-10	-7	-13	-10	-10[20 µM]
Runt-CBFb FRET	13	nt	-7	2	0	0	-5	2
TbHK1 inh	-42	2	-1	-23	-8	-3	-5	-8
Runt-SMMHC FRET	-3	0	-3	2	0	-1	-8	-5

33	CCOc1cccc(CN2CCN(Cc3ccc(C)o3)C(CCO)C2)c1O (centres undefined)
34	NNc1cc(C(=O)O)ccc1Cl
35	NC(=O)c1cc(-c2ccccc2)sc1NC(=O)Cc1ccc(S(=O)(=O)N2CCOCC2)s1
36	O=C(/C=C/c1ccco1)Nc1nnc(-c2ccco2)s1
37	O=C(COc1ccc2ccccc2c1)Nc1nccs1
38	Cc1cccc2cc3c(NC(=O)c4ccccn4)nn(C)c3nc12
39	Cc1ccc(CN(c2ccc(C(=O)NCc3ccc4c(c3)OCO4)cc2)S(C)(=O)=O)cc1
40	S=c1[nH]nc(-c2cccnc2)n1C1CCCCC1

compound no.	33	34	35	36	37	38	39	40
Calpain2 inh	11	-22	-18	-26	-12	-134	14	-14
EBV gp42 block	-13	-10	-10	-13	-25	-11	-4	7
NCF1 inh	-5	-9	-13	-19	-10	3	-19	-4
RBBP9 inh	15*	5	-7	0	-9	-5	-1	-9
p97 inhibitor	1	4	5	7	5	3	0	1
Furin inhibitor	-13	-15	-8	-27	-17	-26	-27[20 µM]	1
Runt-CBFb FRET	0	1	11	3	-1	57*	1	7
TbHK1 inh	0	1	-13	-1	-3	-8	-7	32
Runt-SMMHC FRET	2	-2	13	2	-3	86	0	3

41	Cc1c(C(=O)N/N=C/c2cccs2)nc2ccccn12
42	Cn1nnnc1SC1CC(=O)N(c2ccccc2)C1=O (centres undefined)
43	CC(=O)c1nnn(-c2nc(N)nc(N(c3ccccc3)c3ccccc3)n2)c1C
44	O=C1CC(NCC2CCCO2)C(=O)N1c1ccc(F)cc1 (centres undefined)
45	CC(OC(=O)c1ccccc1Nc1ccc(SC(F)F)cc1)C(N)=O (centres undefined)
46	O=C(CCCC(=O)NCCc1ccccc1)NCCc1ccccc1
47	CCCn1c2ccc(/C(C)=N\O)cc2c2cc(/C(C)=N/O)ccc21
48	c1ccc(CNc2nc(N3CCN(Cc4ccccc4)CC3)nc3ccccc23)cc1

compound no.	41	42	43	44	45	46	47	48
Calpain2 inh	2	-6	-2	-14	68*	27	-7	15
EBV gp42 block	5	3	-4	-9	7	6	-12	-4
NCF1 inh	2	-7	-5	7	-6	2	-13	-26
RBBP9 inh	-3	0	-5	0	-20	-2	-5	2
p97 inhibitor	9	0	5	2	-8	4	1	0
Furin inhibitor	-8	-20	-12	-22	4	-12	-26[20 µM]	-23
Runt-CBFb FRET	3	10	-5	2	-3	-1	5	-2
TbHK1 inh	-64	-1	17	0	22	1	-5	1
Runt-SMMHC FRET	-2	5	5	-4	-2	3	3	1

49	CCc1ccccc1NC(=S)N(Cc1cccc(C)c1)c1cccnc1
50	CC(=O)NC(NC(C)=O)c1ccc(N(C)C)cc1
51	COc1ccc2nc(NC(=O)CN(c3ccc(C)cc3)S(=O)(=O)c3c(C)nn(C)c3C)sc2c1
52	COc1ccc(-c2nc(N3CCCC3)[nH]c(=O)c2C#N)cc1
53	O=C(O)CC(Sc1n[nH]c(=S)s1)C(=O)O (centres undefined)
54	CN(C)S(=O)(=O)c1cccc(NC(=S)NCc2ccc3c(c2)OCO3)c1
55	O=C(c1ccccc1)c1ccc2c(c1)OCCOCCOCCOCCO2

compound no.	49	50	51	52	53	54	55
Calpain2 inh	11	-9	-61	2	6	0	19
EBV gp42 block	8	-18	9	-22	-28	6	-11
NCF1 inh	-4	-12	-10	-23	6	-7	4
RBBP9 inh	-5	-1	-11	-5	3	-11	-4
p97 inhibitor	-2	2	4	-2	10	1	8
Furin inhibitor	-4	-17[20 µM]	-11	-11[20 µM]	-14	-30	-10
Runt-CBFb FRET	3	2	0	0	41	0	6
TbHK1 inh	2	-14	-20	0	-10	-1	-19
Runt-SMMHC FRET	2	12	-8	4	26	1	-9
